# Source: PubChem (The Scripps Research Institute Molecular Screening Center)
# PAFAH1B3 inh – blocks human PAF acetylhydrolase 1B catalytic subunit 3. Q15102. recombinant PAFAH1B3, FP-rhodamine probe, fluorescence polarization. inhibition, % at 3.39 µM. 340,000 compounds, 0.28% hits. AID 492972;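 active = inhibition above the screen-wide average of all tested compounds plus 3 SD, cut at about 25% in these data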;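 also: 0% = enzyme with DMSO only and 100% = wells lacking PAFAH1B3 protein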
# GSTO1 counter – counter-screen for RBBP9 inhibitors: inhibitors of human GSTO1 | recombinant GSTO1, activity-based probe fluorescence polarization | AID 1974 | 300,000 compounds, 1.1% hits | P78417 | inhibition, % at 5.96 µM;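 active = inhibition above the campaign mean inhibition plus 3 SD, cut at about 35% in these data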;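 also: 0% = GSTO1-1 with DMSO and 100% = wells lacking GSTO1-1 enzyme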
# LYPLA1 inh – blocks human lysophospholipase 1, a PME1 counter-screen. 320,000 compounds, 0.16% hits. AID 2174. inhibition, % at 5.9 µM. O75608. recombinant LYPLA1, FP-Rh probe fluorescence polarization;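 active = inhibition above the mean of all tested compounds plus 3 SD, set per campaign, cut at about 14% in these data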;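 also: inhibitors block serine hydrolase probe labeling of LYPLA1 so polarization falls; 0% = enzyme with DMSO and 100% = wells lacking LYPLA1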
# LYPLA2 inh – LYPLA2 (human) inhibition in PME1 counter-screen; O95372; recombinant LYPLA2, FP-Rh probe fluorescence polarization; inhibition, % at 5.9 µM; 320,000 compounds, 0.38% hits;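 active = inhibition above the screen-wide mean plus 3 SD, limit set per campaign, cut at about 26% in these data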;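 also: 0% = LYPLA2 with DMSO and 100% = wells lacking LYPLA2 enzyme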
# PAFAH1B2 inh – inhibitors of human PAFAH1B2 | recombinant PAFAH1B2, FP-rhodamine activity probe, fluorescence polarization | inhibition, % at 3.39 µM | 340,000 compounds, 1.2% hits | AID 492953;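 active = inhibition above the mean of all tested compounds plus 3 SD, cut at about 24% in these data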;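 also: 0% = enzyme with DMSO and 100% = wells lacking PAFAH1B2; many of its hits are not listed in these tables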
# Target sequence (P68402 whole entry, looked up): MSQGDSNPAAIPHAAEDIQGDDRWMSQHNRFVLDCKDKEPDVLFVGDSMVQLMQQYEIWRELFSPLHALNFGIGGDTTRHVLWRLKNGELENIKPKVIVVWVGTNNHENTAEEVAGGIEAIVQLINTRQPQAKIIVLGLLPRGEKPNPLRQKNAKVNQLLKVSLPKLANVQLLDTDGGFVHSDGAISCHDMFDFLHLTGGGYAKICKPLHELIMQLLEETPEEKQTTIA
# pPAFAH inh – pPAFAH (human) enzyme inhibition | Q13093 | recombinant pPAFAH, FP-rhodamine probe fluorescence polarization | inhibition, % at 3.39 µM | 330,000 compounds, 1.5% hits;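 active = inhibition above the mean inhibition across the screen plus 3 SD, cut at about 25% in these data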;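 also: inhibitors block binding of the rhodamine activity-based probe so polarization drops; 0% = enzyme with DMSO and 100% = wells lacking pPAFAH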
# PME-1 inh – PME-1 (human) inhibition | Q9Y570 | recombinant PME-1, FP-Rh probe fluorescence polarization | inhibition, % at 5.9 µM | 320,000 compounds, 0.53% hits;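 active = inhibition above the campaign mean of all compounds plus 3 SD, cut at about 26% in these data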;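 also: competitive labeling of PME-1 active site by serine hydrolase directed probe; 0% = PME-1 with DMSO and 100% = wells lacking PME-1 enzyme; inhibitors block probe labeling so polarization falls and inhibition rises; many of its hits are not listed in these tables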
# PREPL inh – inhibits the human prolyl oligopeptidase-like enzyme. Q4J6C6. recombinant PREPL, fluorescence polarization activity-based probe. inhibition, % at 5.96 µM. 320,000 compounds, 0.68% hits; in the data active = inhibition above about 43%;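 also: 0% = enzyme with DMSO and 100% = wells lacking enzyme; many of its hits are not listed in these tables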
# Target sequence (Q4J6C6 whole entry, looked up): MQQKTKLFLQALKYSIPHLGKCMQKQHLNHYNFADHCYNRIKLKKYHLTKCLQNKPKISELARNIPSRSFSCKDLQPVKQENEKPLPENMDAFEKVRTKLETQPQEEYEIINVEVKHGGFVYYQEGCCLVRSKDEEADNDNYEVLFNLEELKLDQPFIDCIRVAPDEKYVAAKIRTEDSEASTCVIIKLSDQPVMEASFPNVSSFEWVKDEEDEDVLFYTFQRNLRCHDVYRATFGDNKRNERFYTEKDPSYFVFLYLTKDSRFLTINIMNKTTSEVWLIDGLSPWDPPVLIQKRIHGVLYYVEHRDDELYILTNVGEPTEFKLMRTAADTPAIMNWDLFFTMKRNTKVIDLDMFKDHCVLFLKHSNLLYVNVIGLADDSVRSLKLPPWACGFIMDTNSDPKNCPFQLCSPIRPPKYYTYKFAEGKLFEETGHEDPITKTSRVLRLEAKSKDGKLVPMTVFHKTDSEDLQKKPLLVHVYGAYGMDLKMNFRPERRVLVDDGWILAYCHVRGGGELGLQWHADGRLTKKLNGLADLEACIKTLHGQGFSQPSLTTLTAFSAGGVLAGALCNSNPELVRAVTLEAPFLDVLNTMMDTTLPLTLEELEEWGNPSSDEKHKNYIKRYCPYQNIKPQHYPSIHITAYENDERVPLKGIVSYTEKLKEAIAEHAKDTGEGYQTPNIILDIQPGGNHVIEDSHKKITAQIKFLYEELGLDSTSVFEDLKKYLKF
# PAD4 inh – inhibitors of human PAD4; Q9UM07; recombinant PAD4, RCA probe fluorescence polarization; inhibition, % at 6.36 µM; 330,000 compounds, 0.41% hits;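 active = percent inhibition above a cutoff equal to the mean of all tested compounds plus 3 SD, cut at about 15% in these data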;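 also: 0% = PAD4 with RCA probe and DMSO and 100% = probe without PAD4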
# An asterisk follows results filed as active; / = not tested or not shown. Not all compounds are listed; count on the stated rates, not on these rows.
SMILES,PAFAH1B3 inh,GSTO1 counter,LYPLA1 inh,LYPLA2 inh,PAFAH1B2 inh,pPAFAH inh,PME-1 inh,PREPL inh,PAD4 inh
CCN1CCCC1CNCc1ccc(Cl)cc1Cl (configuration not stated),4,0,0,2,1,-3,2,7,-6
O=C(Nc1ccncc1)C1CCN(S(=O)(=O)c2ccccc2C(F)(F)F)CC1,1,-8,0,-1,-1,0,0,13,2
CC1=C(C(=O)OCCC#N)C(c2cc3c(cc2Br)OCO3)NC(=O)N1 (configuration not stated),7,-12,0,-4,0,-4,-5,17,2
CCCCn1c(N)c(N(CC(C)C)C(=O)C2CCN(S(=O)(=O)c3ccc(C)cc3C)CC2)c(=O)[nH]c1=O,-3,11,4,2,-1,4,2,7,-5
Cc1cc2c3c(c1)C1(SCC(=O)N1c1ccc(F)cc1)C(=O)N3C(C)(C)CC2C (configuration not stated),-11,-12,1,6,1,1,-1,25,15
COc1cccc(/C=N/NC(=O)CNC(=O)COc2ccccc2)c1O,11,-2,0,11,7,4,-1,6,1
O=C(NC(=S)Nc1ccccc1O)c1ccc(-c2ccc(Cl)cc2)o1,4,6,-4,-9,-2,16,7,19,-1
O=C(c1ccc2c(c1)OCCCO2)c1cccs1,2,3,1,11,2,6,-4,10,-1
Cc1cccc(N2CC(c3nc4ccccc4n3C)CC2=O)c1C (configuration not stated),-5,-2,-2,-3,2,4,-1,4,3
CCOC(=O)N1CCC(NC(=O)CN(c2ccc(C(C)C)cc2)S(=O)(=O)c2c(C)nn(C)c2C)CC1,-1,7,4,-3,3,6,4,2,-4
Cn1c(=O)n(C)c2cc(NS(=O)(=O)c3ccc(Cl)s3)ccc21,2,-3,-4,-3,-1,-1,-3,-3,-10
O=C(NCc1ccc(F)cc1)C(c1cccnc1)N(C(=O)c1csnn1)c1ccccc1 (configuration not stated),-2,-3,3,-1,5,-4,-3,-8,-6
COc1ccccc1C(=O)NCC1CCN(c2ccc(S(=O)(=O)N3CCOCC3)cc2)CC1,4,-2,2,5,2,2,-3,12,1
O=C(Cc1ccccc1)N/N=C/c1ccccn1,2,2,1,-3,8,-3,0,-8,0
O=C(NN1C(=O)NC2(CCCCC2)C1=O)c1ccc(-c2ccc(Cl)cc2)o1,-12,/,-3,2,-1,5,-1,-14,-6

# Record cards, from the list above.
# Entry for O=C(c1ccc2c(c1)OCCCO2)c1cccs1 = PAFAH1B3 inh: 2; GSTO1 counter: 3; LYPLA1 inh: 1; LYPLA2 inh: 11; PAFAH1B2 inh: 2; pPAFAH inh: 6; PME-1 inh: -4; PREPL inh: 10; PAD4 inh: -1
# Entry for COc1cccc(/C=N/NC(=O)CNC(=O)COc2ccccc2)c1O = PAFAH1B3 inh: 11; GSTO1 counter: -2; LYPLA1 inh: 0; LYPLA2 inh: 11; PAFAH1B2 inh: 7; pPAFAH inh: 4; PME-1 inh: -1; PREPL inh: 6; PAD4 inh: 1

# (further entries)
SMILES,PAFAH1B3 inh,GSTO1 counter,LYPLA1 inh,LYPLA2 inh,PAFAH1B2 inh,pPAFAH inh,PME-1 inh,PREPL inh,PAD4 inh
O=C1NC(=Nc2cccc(Cl)c2)SC1Cc1cccc(Cl)c1Cl (configuration not stated),10,1,-4,-2,-2,7,0,-13,-1
O=C(Nc1ncccn1)C1CCCCC1,2,1,2,5,6,1,8,8,0
Cc1sc2nc(C(C)Sc3n[nH]c(N)n3)[nH]c(=O)c2c1C (configuration not stated),/,14,-4,-4,/,6,2,10,2
CN(C1CCCCC1)S(=O)(=O)c1ccc(SCC(=O)NC(C)(C)C)nc1,7,/,-6,0,16,-11,-5,0,-15
CC(C)(C)C(=O)Nc1nc(-c2ccccc2)ns1,-1,-8,-3,0,6,-2,-5,-6,-2
O=C(COc1ccc(-c2nnco2)cc1)N1CCN(S(=O)(=O)c2ccc3ccccc3c2)CC1,5,2,3,-2,1,6,0,15,3
CC(=O)n1c2c(c3ccccc31)OC(N)=C(C#N)C2c1ccc(C(C)C)cc1 (configuration not stated),-2,7,-9,-16,3,0,-9,5,-1
Cc1sc2ncn(CC(=O)NCCCC(=O)N3CCCCC3)c(=O)c2c1C,1,8,2,2,-4,6,-4,3,-2
CCCOc1ccccc1C1NC(=O)NC(C)=C1C(=O)OCc1ccccc1 (configuration not stated),-4,-7,-2,3,-3,6,17,-23,3
O=C1CCN(CCCc2ccccc2)CCN1[C@H](CO)Cc1ccccc1,4,1,4,-1,8,-1,0,-5,1
COc1ccc(/C=N/NS(=O)(=O)c2ccccc2)cc1OC,6,1,-1,0,0,6,-7,-2,4
COc1ccc(Cl)cc1S(=O)(=O)NCc1cccs1,3,11,2,6,5,3,7,12,2
CCC1(CC)C(=O)C2=C3C1[C@H](C(=O)OC)C=C(C(=O)OC)C[C@H]3[C@H]1C(=O)N(Cc3ccccc3)C(=O)[C@H]1[C@H]2C (some centres not stated),10,1,-1,1,-1,9,-3,-36,-3
CC(Sc1ccccn1)C(=O)NC1CCCC1 (configuration not stated),5,/,2,1,1,4,2,18,-4
COc1ccc(C(=O)NC2CCN(C(=O)NCc3ccccc3)CC2)cc1,10,4,-1,3,6,14,1,-4,-2
COc1cccc(C(=O)NC(C)C(c2cccs2)N2CCOCC2)c1 (configuration not stated),-3,-2,1,2,4,0,0,16,-1
C=CC[C@@H](CC(=O)N[C@H](CO)Cc1ccccc1)C(=O)N[C@H](C)COC(=O)[C@@H](CC=C)CC(=O)OC(C)(C)C,0,/,/,/,7,3,/,10,-3
CC1=C(C(=O)N2CCCCC2)C2(CCC(C)CC2)OC1=O (configuration not stated),-4,-4,5,0,3,7,4,-12,-1
CCOC(=O)c1nnn(CC(=O)Nc2cccc(OC)c2)c1C(=O)OCC,3,-2,-2,0,-1,2,-6,-10,0
O=C(Nc1ccc(F)c(Cl)c1)N1CCCCCC1,2,8,-2,0,3,0,3,14,2
CCc1c(C)sc(NC(=O)c2cc(C)on2)c1C#N,3,-14,3,1,2,6,3,4,-1
CCOC(=O)N1CCN(C(=O)Nc2cccc3ccccc23)CC1,0,0,1,-4,-2,-1,-8,0,-1
Cc1cc(C)nc(/N=C(/NC(=O)c2ccccc2)Nc2ccccc2)n1,-2,2,0,5,-2,0,-7,-7,-3
Cc1ccc(NC(=O)CC(=O)NCCN2CCOCC2)cc1,5,0,-6,-2,-3,2,-1,0,-1
C#CCOCCOCCOCCNc1nc(N2CCOCC2)nc(N2CCN(C(=O)[C@H]([C@@H](C)CC)n3cc([C@@H](N)CO)nn3)CC2)n1,14,7,0,6,3,6,3,9,2
CCNC(=O)OCc1cn(-c2ccccc2)nn1,10,5,-3,-1,4,1,-1,-5,-4
CC(=O)Nc1ccc(NS(=O)(=O)c2c(Cl)cccc2Cl)cc1,4,10,-3,1,1,4,-4,-2,1
COc1cc(OC)c(OC)cc1/C=N/Nc1ncnc2c1[nH]c1ccccc12,7,1,0,6,4,16,13,23,1
CC1=CC[C@@]23CCCN2C(=O)CCC[C@H]3C1,9,/,/,/,17,7,/,/,5
Cc1ccc(CNC(=O)CCn2nc(-c3ccc(Cl)cc3)ccc2=O)cc1,1,10,1,3,20,4,-2,-7,-7

# Ordered by number of heavy atoms (low to high): some entries from above.
SMILES,PAFAH1B3 inh,GSTO1 counter,LYPLA1 inh,LYPLA2 inh,PAFAH1B2 inh,pPAFAH inh,PME-1 inh,PREPL inh,PAD4 inh
CC1=CC[C@@]23CCCN2C(=O)CCC[C@H]3C1,9,/,/,/,17,7,/,/,5
CC(Sc1ccccn1)C(=O)NC1CCCC1 (configuration not stated),5,/,2,1,1,4,2,18,-4
O=C(Nc1ccc(F)c(Cl)c1)N1CCCCCC1,2,8,-2,0,3,0,3,14,2
CCc1c(C)sc(NC(=O)c2cc(C)on2)c1C#N,3,-14,3,1,2,6,3,4,-1
CC1=C(C(=O)N2CCCCC2)C2(CCC(C)CC2)OC1=O (configuration not stated),-4,-4,5,0,3,7,4,-12,-1
CC(=O)Nc1ccc(NS(=O)(=O)c2c(Cl)cccc2Cl)cc1,4,10,-3,1,1,4,-4,-2,1
CCOC(=O)N1CCN(C(=O)Nc2cccc3ccccc23)CC1,0,0,1,-4,-2,-1,-8,0,-1
COc1cccc(C(=O)NC(C)C(c2cccs2)N2CCOCC2)c1 (configuration not stated),-3,-2,1,2,4,0,0,16,-1
Cc1cc(C)nc(/N=C(/NC(=O)c2ccccc2)Nc2ccccc2)n1,-2,2,0,5,-2,0,-7,-7,-3
Cc1ccc(CNC(=O)CCn2nc(-c3ccc(Cl)cc3)ccc2=O)cc1,1,10,1,3,20,4,-2,-7,-7
COc1cc(OC)c(OC)cc1/C=N/Nc1ncnc2c1[nH]c1ccccc12,7,1,0,6,4,16,13,23,1
CCC1(CC)C(=O)C2=C3C1[C@H](C(=O)OC)C=C(C(=O)OC)C[C@H]3[C@H]1C(=O)N(Cc3ccccc3)C(=O)[C@H]1[C@H]2C (some centres not stated),10,1,-1,1,-1,9,-3,-36,-3
C#CCOCCOCCOCCNc1nc(N2CCOCC2)nc(N2CCN(C(=O)[C@H]([C@@H](C)CC)n3cc([C@@H](N)CO)nn3)CC2)n1,14,7,0,6,3,6,3,9,2

# Going on with the list.
SMILES,PAFAH1B3 inh,GSTO1 counter,LYPLA1 inh,LYPLA2 inh,PAFAH1B2 inh,pPAFAH inh,PME-1 inh,PREPL inh,PAD4 inh
Cc1ccc(C)c(Cn2c(C(C)O)nc3ccccc32)c1 (configuration not stated),4,-7,6,4,-2,2,-3,-2,-3
CC1=CC(c2ccc(Cl)cc2)n2nc(NS(=O)(=O)c3ccc(C)cc3)nc2N1 (configuration not stated),5,1,3,8,6,-1,7,-4,-5
Cc1cnc(C(=O)N2CCCC(C(=O)c3ccc(C(F)(F)F)cc3)C2)cn1 (configuration not stated),4,-8,-1,-10,0,-3,-5,2,-9
Cc1cc(C)c2c(n1)SCC(=O)N2CC(=O)Nc1cccc(Cl)c1,-2,0,1,23,-2,2,0,-3,0
